Source: PubChem (National Center for Advancing Translational Sciences (NCATS))
S3 lipid droplet: qHTS Assay for Lipid Storage Modulators in Drosophila S3 Cells; Drosophila S3 cells, BODIPY lipid droplet fluorescence, 18-24 h; cells fed with added oleic acid; lipid storage change, negative = inhibition, % at the top dose, mostly 46.1 µM; hits show Potency in µM; AID 2685, 2010; 320,000 compounds, 0.64% hits; active = well fitted inhibition curve with a large enough effect in the signal ratio, with a control signal flat, not every such curve was filed as active; inconclusive = small, poorly fitted or top-dose-only effect, or effect the other way, or a change in a side signal; the % refers to the signal ratio
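Laser-scanning cytometry quantifies lipid droplet accumulation (500–530 nm total intensity; droplet/cell object ratio) in oleic acid-fed (400 uM added) Drosophila S3 cells treated with a concentration series. 20 uM Triacsin C defined 100% inhibition.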
S3 lipid droplet cell count max: recorded beside S3 lipid droplet, whose call it bears; cell number change, %; measured here: cell count max response;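 cells counted by Cell Tracker Red CMTPX staining in the red channel; peak over a dose series mostly up to 46.1 µM; percent activity relative to internal control wells on each plate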
* hit, by the source's call; i = inactive; ? = inconclusive; . = not tested or not shown; [ ] = dose if it differs, or a comment. % is set by controls: 0 for no effect and ±100 for the full control effect; potency is the fitted concentration of half-maximal effect. Only part of the results is shown; rates above refer to the full screens.

SMILES	S3 lipid droplet	S3 lipid droplet cell count max
O=C(c1ccccc1)N1CCN(C2CCCCCC2)CC1	25.9µM*	-3.4*
COC(=O)CC1C(=O)NCCN1C(=O)CSc1nc2ccccc2s1 (stereo unspecified)	16.4%	24.1
COc1cc(OC)cc(C(=O)Nc2cc(NC(=O)c3ccco3)ccc2OC)c1	9.2%	-3.4
CCc1ccc(S(=O)(=O)NCC(O)COc2ccc(OC)cc2)cc1 (stereo unspecified)	1.2%	-14.3
COc1ccc(Br)cc1CNc1ccc(S(N)(=O)=O)cc1	?	.
Cn1c(-c2ccc(Br)o2)nc2cc(Br)ccc21	25.5%	1.3
COc1ccc(/C=N/Nc2ncnc3sc(C)c(C)c23)cc1	?	.
COc1ccc(C(=O)Cn2cnc3ccccc3c2=O)c(OC)c1	i	14.1
CCC(C)Cn1c(C(C)O)nc2ccccc21 (stereo unspecified)	0.5%	5.7
CC(=O)c1ccc(S(=O)(=O)N2CCCC2)cc1	?	.
Cc1ccc(-c2nn3c(-c4ccco4)nnc3c3ccccc23)cc1S(=O)(=O)NCC1CCCO1 (stereo unspecified)	?	.
N#Cc1ccccc1S(=O)(=O)N1CCN(C(=O)C2CCCC2)CC1	15.6%	-2.1
O=C(Nc1nc2ccccc2[nH]1)c1ccc(S(=O)(=O)N2CCOCC2)cc1	?	.
Cn1cccc1/C=C(\C#N)C(N)=S	10.1%	10.3
CCCc1nc2c([nH]1)c(=O)n(C)c(=O)n2C	?	.
COC(=O)CNC(c1ccccc1)c1cc(Br)ccc1NC(C)=O (stereo unspecified)	10.9%	6.8
Cc1cc(C)n(-c2n[nH]c(=O)c3ccccc23)n1	4.9%	4.3
O=C1C=C(c2cccc(CO)c2)C[C@@H](c2ccc(F)cc2)C1	?	.
COc1cc(C(=O)OCC(=O)c2cc(C)n(C)c2C)cc(OC)c1OC	?	.
Cc1cc(C)c(C)c(S(=O)(=O)N2CCN(c3ncnc4sc(C)c(C)c34)CC2)c1C	0.7%	3.2
Cc1ccc(NN=C2c3ccccc3-c3ccccc32)cc1	?	.
O=C(O)/C=C/c1ccc(Oc2ncccn2)cc1	i	-13.2
COc1cccc(N=Nc2c(=O)[nH]n3c(=O)cc(C)[nH]c23)c1	?	.
CC(C)CCNC(=O)C1C2C=CC3(CN(Cc4ccccc4Cl)C(=O)C13)O2 (stereo unspecified)	i	.
CCOc1ccc2nc(NC3=NCN(Cc4ccco4)CN3)nc(C)c2c1	-0.2%	12.5
The results go on:
SMILES	S3 lipid droplet	S3 lipid droplet cell count max
COc1ccc(-n2c(SCC(=O)O)nc3sc4c(c3c2=O)CCCC4)cc1	?	.
N#Cc1cc2c([nH]c1=O)CCCC2	?	.
COC(=O)C1=C(Nc2ccc(C)cc2)C=C(C)C(C(=O)OC)C1c1ccc(OC)cc1 (stereo unspecified)	-3.7%	1.4
O=C(NCc1ccccc1)c1c[nH]c2cc3c(cc2c1=O)OCCO3	3.2%	2.7
Nc1nc(NCCN2CCOCC2)nc(NCc2ccccc2)c1[N+](=O)[O-]	5.2%	5.8
O=C(c1cc(-c2ccc(Cl)cc2Cl)on1)N1CCN(C(=O)c2ccco2)CC1	-6.6%	-16.0
C=CCOc1ccc(C2c3c(oc4ccccc4c3=O)C(=O)N2CCCN2CCOCC2)cc1 (stereo unspecified)	?	.
Cc1cc(C)n(-c2ccc(C(=O)NCc3ccc(F)cc3)cc2)n1	?	.
O=C(O)C1CCN(C(=O)c2ccccc2Cl)CC1	18.4µM*	6.2*
O=C(/C=C/c1ccc(Cl)cc1Cl)N(Cc1ccccc1)C1CCS(=O)(=O)C1 (stereo unspecified)	?	.
CCOC(=O)c1sc(NC(=O)CN2C(=O)NC3(CC(C)CC(C)(C)C3)C2=O)cc1C (stereo unspecified)	5.3%[0.0737 µM]	.
COC(=O)CNC(=O)c1cccc(-c2ccc(OC)cc2)c1	-26.8%	.
CC1CCN(S(=O)(=O)c2ccc3nc(N4CCN(c5ccccc5)CC4)ccc3c2)CC1	?	.
CCOC(=O)N1CCN(C(=O)C(c2ccccc2)c2ccccc2)CC1	?	.
Fc1ccccc1NC(=S)N(CCCN1CCOCC1)Cc1cccnc1	0.4%	-1.3
O=C(O)c1cccnc1SC1CC(=O)N(c2cccc3ccccc23)C1=O (stereo unspecified)	?	.
COc1ccccc1NC(=O)c1cc2ccccc2o1	7.3%	6.6
O=C(Nc1ccccc1)C1CC(=O)n2ncnc2N1 (stereo unspecified)	2.8%	3.7
CN(C)S(=O)(=O)c1ccc(N2C(=O)CC2(/C=C/c2ccccc2)C(=O)NC2CCCC2)cc1 (stereo unspecified)	?	.
S=C(Nc1ccc(Cl)cc1)NC1CC2CCCC(C1)N2C1CCCC1 (stereo unspecified)	?	.
CCOC(=O)C1CCN(c2c(NCc3ccc(C(=O)NC4CCCC4)cc3)c(=O)c2=O)CC1	?	.
CSCCC1NC(=O)N(CC(=O)Nc2ccc(Br)cc2Br)C1=O (stereo unspecified)	?	.
COc1cccc(CNC(=O)COc2cccc(-n3cnnn3)c2)c1	?	.
CC(C)OC(=O)c1cccc(NC(=O)CSc2nnc(N)s2)c1	4.8%	2.8
O=C(Nc1sc2c(c1-c1nc3ccccc3[nH]1)CCCC2)C1CC1	?	.
The list continues.
SMILES	S3 lipid droplet	S3 lipid droplet cell count max
CCN(CC)CCNC(=O)c1ccc(NC(=O)c2ccc(COc3ccccc3)cc2)cc1	?	.
COC(=O)c1ccc(CNC(=O)CN(CCC(C)C)S(=O)(=O)c2ccc3c(c2)OCCO3)cc1	?	.
O=C(COC(=O)CCC(=O)c1ccc(F)cc1)Nc1cccc(S(=O)(=O)N2CCCC2)c1	?	.
Cc1ccc(S(=O)(=O)CC(=O)N2CCOCC2)cc1	6.2%	14.6
Cc1ccccc1OCCCC(=O)Nc1ccc2c(c1)OCO2	?	.
Cc1cccc(C)c1OCC(O)CNC(C)c1ccccc1 (stereo unspecified)	?	.
COc1cc2c(cc1OC)C(c1cccc(C)c1)CC(=O)N2 (stereo unspecified)	22.0%	-5.7
COc1cccc(N2C(=O)C(O)=C(C(C)=O)C2c2ccc(OC)c(OC)c2)c1 (stereo unspecified)	i	15.4
O=C(O)CSCNC(=O)C12CC3CC(CC(C3)C1)C2	i	-25.3
O=C(COc1ccccc1)Nc1cccc2c1CCCC2	11.5%	1.7
N#CC(C#N)=C1NC2(CCCCC2)Cc2ccccc21	?	.
O=C(CN1CCN(C(=O)c2cccc(S(=O)(=O)N3CCCC3)c2)CC1)Nc1ccc(F)cc1	?	.
CC(=O)N1CCc2cc(Br)cc(S(=O)(=O)N3CCN(c4ccccn4)CC3)c21	?	.
CC(=O)Nc1ccc(NC(=O)CSc2ccc([N+](=O)[O-])cn2)cc1	8.3%	0.1
COc1cccc(C(=O)C[n+]2cccc3cc(OC)ccc32)c1	?	.
CN(C(=O)COC(=O)c1cc(=O)[nH]c2ccccc12)c1c(N)n(Cc2ccccc2)c(=O)[nH]c1=O	-27.6%	.
CC(C)(C)NC(=O)CN(Cc1cccs1)C(=O)CN1C(=O)C(=O)c2ccccc21	5.7%	3.7
CCOC(=O)C1CCN(C(=O)c2cc3cc(Br)ccc3oc2=O)CC1	?	.
COc1ccc(C)cc1C(=O)CCC(=O)Nc1ccccc1N1CCOCC1	?	.
CC(=O)c1nc2ccccc2n1S(=O)(=O)c1ccc(C)cc1	?	.
COc1cc(CN2CCN(C(=O)c3ccccc3F)CC2)cc(OC)c1OC	?	.
O=C1CN(c2ccc(Cl)cc2)C(=O)CN1NC(=S)Nc1ccc(Cl)cc1	?	.
COc1ccccc1CNC(=O)c1cn(C)c(=O)c2cc(OC)c(OC)cc12	?	.
O=C(/C=C/c1ccccc1)OCc1cnc(Cl)s1	14.7%[9.22 µM]	14.1
Nc1nc(SCc2nnc(SCC(=O)O)n2-c2ccccc2)nc2sc3c(c12)CCCC3	23.1µM*	3.2*
Next results.
SMILES	S3 lipid droplet	S3 lipid droplet cell count max
COc1cc2c(cc1OC)CN(CC(=O)Nc1ccc(C)c(S(=O)(=O)N3CCOCC3)c1)CC2	?	.
O=C(/C=C/c1cccc(F)c1)N1CCN(c2ccccn2)CC1	-1.6%	-13.4
COC(=O)C(C)(C)ONC(=O)Nc1ccccc1	0.6%	13.5
COC(=O)C(C(=O)OC)C(CC(=O)c1ccc(C)cc1)c1cc(OC)c(OC)c(OC)c1 (stereo unspecified)	16.2%	4.2
COc1cc(/C=C2/C(=O)N(c3ccc([N+](=O)[O-])cc3)N=C2N2CCOCC2)ccc1O	-5.2%	11.8
O=S(=O)(NNC(=S)Nc1ccc(S(=O)(=O)Nc2ncccn2)cc1)c1ccc(Br)cc1	i	4.3
COc1cc(OC)c(N2CC(C(=O)NCCC3=CCCCC3)CC2=O)cc1Cl (stereo unspecified)	?	.
COc1ccc(NC(=O)c2c(-c3c(Cl)cccc3Cl)noc2C)c(OC)c1	?	.
CCN1CCN(c2ncnc3c2cnn3-c2ccccc2)CC1	4.9%	-8.8
COc1ccc(/C=C(\C#N)C(=O)c2cccn2C)cc1	-3.6%	1.0
O=S(=O)(Nc1cc(S(=O)(=O)N2CCOCC2)ccc1N1CCOCC1)c1ccc2c(c1)OCCO2	?	.
Cn1cc(C(=O)c2cccc(Cl)c2)cc1C#N	?	.
Cc1ccc(C(C)NC(=S)NCc2ccc(F)cc2)cc1C (stereo unspecified)	i	-2.5
O=C(Nc1ccc(F)cc1F)c1cc2nc3c(c(C(F)(F)F)n2n1)CCCC3	6.5%	6.3
CC(C)c1c(O)nc(SCCOc2ccc(Cl)cc2)[nH]c1=O	?	.
CC(=O)c1ccc(S(=O)(=O)NC2CCSc3ccccc32)cc1 (stereo unspecified)	34.0%	11.1
O=[N+]([O-])c1cc(S(=O)(=O)N2CCOCC2)ccc1N1CCNCC1	i	-9.1
CC(C)COCC(O)CC(Cc1ccccc1)C(=O)NN (stereo unspecified)	1.0%	18.3
O=C(NNC(=S)Nc1ccc(Cl)cc1Cl)c1ccncc1	9.6%	1.2
CC(=O)Nc1cccc(-c2nn[nH]n2)c1	7.3%	9.0
CCCc1nc2ccccc2c(C(=O)OCC(=O)c2ccc3c(c2)NC(=O)CO3)c1CC	?	.
CCn1cc(C2=NOC(C(=O)Nc3ccccc3C(=O)OC)C2)c(C)n1 (stereo unspecified)	?	.
Cc1ccc(C(=O)OC(C)C(=O)NC2CCCCC2)cc1S(=O)(=O)N1CCCCC1 (stereo unspecified)	?	.
CC(NS(=O)(=O)c1ccc(CCC(=O)NCc2ccco2)cc1)c1ccccc1 (stereo unspecified)	9.8%	17.3
O=C(COCc1cc(-c2ccco2)on1)NC1CCCCC1	i	21.8
Other results
SMILES	S3 lipid droplet	S3 lipid droplet cell count max
CC1=NN(c2ccccc2)C(=O)/C1=C\c1sccc1C	?	.
CCC(=O)Nc1nnc(SCC(=O)Nc2ccc(F)cc2)s1	10.7%	1.7
CC(C)CNC(=O)CN(c1cccc(Cl)c1)S(C)(=O)=O	-16.2%	14.4
CCC(Oc1ccccc1)C(=O)OCC(=O)N(CC)c1c(N)n(Cc2ccccc2)c(=O)[nH]c1=O (stereo unspecified)	?	.
Cc1cc(=O)oc2cc(OC(C)C(=O)NC3CCN(Cc4ccccc4)CC3)ccc12 (stereo unspecified)	i	11.0
CC1CC(C)(C)N2C(=O)C(=C(C#N)C#N)c3cccc1c32 (stereo unspecified)	-11.8%	5.7
CCOc1ccccc1CN1CCNC(=O)C1CC(=O)N(C)Cc1cnccn1 (stereo unspecified)	?	.
COc1ccc(CCNC(=O)c2cc(-c3ccncc3)nc3c(Cl)cccc23)cc1OC	?	.
CCCCC(c1nnnn1CS(=O)(=O)c1ccc(C)cc1)N1CCN(C)CC1 (stereo unspecified)	-6.5%	-0.8
Cc1cc(C(F)(F)F)nc(CCNCc2c(C(=O)N3CCCC3)nc3ccccn23)n1	20.2%	-16.2
N#CCc1nc2n(n1)Cc1ccccc1-2	-18.4%	-5.3
COc1ccc(CNC(=O)COC(=O)CCOc2ccc(C)cc2)cc1	?	.
CCCCNC(=O)c1ccc2c(=O)n(CCCOCC)c(=S)[nH]c2c1	?	.
CCn1nc(C)c(CNC(=O)CCc2nnc(-c3ccc(C(C)=O)s3)o2)c1C	-3.7%	-2.1
COC(=O)c1cccc(NC(=O)c2cccc([N+](=O)[O-])c2)c1	-7.4%	-12.0
Cc1cc(CSc2ccccc2)ccc1NC(=O)c1ccc(C)c([N+](=O)[O-])c1	?	.

One compound at a time, from the list above.
`CC1=NN(c2ccccc2)C(=O)/C1=C\c1sccc1C` is listed with S3 lipid droplet: ?; S3 lipid droplet cell count max: .
`COC(=O)c1cccc(NC(=O)c2cccc([N+](=O)[O-])c2)c1` is listed with S3 lipid droplet: -7.4%; S3 lipid droplet cell count max: -12.0

At a glance, 5 of the compounds above.
SMILES	S3 lipid droplet	S3 lipid droplet cell count max
COc1ccc(CNC(=O)COC(=O)CCOc2ccc(C)cc2)cc1	?	.
CCCCNC(=O)c1ccc2c(=O)n(CCCOCC)c(=S)[nH]c2c1	?	.
CCn1nc(C)c(CNC(=O)CCc2nnc(-c3ccc(C(C)=O)s3)o2)c1C	-3.7%	-2.1
COC(=O)c1cccc(NC(=O)c2cccc([N+](=O)[O-])c2)c1	-7.4%	-12.0
Cc1cc(CSc2ccccc2)ccc1NC(=O)c1ccc(C)c([N+](=O)[O-])c1	?	.
